# Screens: PubChem, several laboratories
# Dyrk1A ADPGlo: rat Dyrk1A kinase inhibitors, primary screen, biochemical, single point, plate reader. Dual specificity tyrosine-phosphorylation-regulated kinase 1A (Rattus norvegicus), Q63470. ADP-Glo luminescence, NFATc1 peptide. inhibition, % at 12.5 µM. 310,000 compounds, 0.43% hits; in the data active = inhibition above about 50%;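 also: plate controls were vehicle with enzyme for no effect and no enzyme for full effect; many of its hits are not listed in these tables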
# IEC-6 cytotox: cytotoxicity in IEC-6 intestinal epithelial cells, primary screen, cytotoxicity control for KLF5 inhibitor project, cell-based, luminescence. inhibition, % at 5 µM. AID 1825, 2009. 290,000 compounds, 0.78% hits. IEC-6 cytotoxicity, luminescence viability; in the data active = inhibition above about 22%;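 also: 0% = plate median of test compound wells and 100% = cytotoxic reference compound wells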
# GSK3 alpha inh: blockers of GSK3A enzyme activity – biochemical, luminescence, cell-free homogeneous, HTS, primary screen; Glycogen synthase kinase-3 alpha (Homo sapiens), P49840; 320,000 compounds, 0.1% hits; inhibition, % at 10 µM; GSK-3 alpha kinase, ADP-Glo luminescence, 60 min;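 in the data active = inhibition above about 50%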;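 also: GST-tagged GSK-3 alpha with peptide substrate and 25 µM ATP; 0% = DMSO neutral wells and 100% = GW8510 positive control wells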
# Target sequence (P49840 whole entry, looked up): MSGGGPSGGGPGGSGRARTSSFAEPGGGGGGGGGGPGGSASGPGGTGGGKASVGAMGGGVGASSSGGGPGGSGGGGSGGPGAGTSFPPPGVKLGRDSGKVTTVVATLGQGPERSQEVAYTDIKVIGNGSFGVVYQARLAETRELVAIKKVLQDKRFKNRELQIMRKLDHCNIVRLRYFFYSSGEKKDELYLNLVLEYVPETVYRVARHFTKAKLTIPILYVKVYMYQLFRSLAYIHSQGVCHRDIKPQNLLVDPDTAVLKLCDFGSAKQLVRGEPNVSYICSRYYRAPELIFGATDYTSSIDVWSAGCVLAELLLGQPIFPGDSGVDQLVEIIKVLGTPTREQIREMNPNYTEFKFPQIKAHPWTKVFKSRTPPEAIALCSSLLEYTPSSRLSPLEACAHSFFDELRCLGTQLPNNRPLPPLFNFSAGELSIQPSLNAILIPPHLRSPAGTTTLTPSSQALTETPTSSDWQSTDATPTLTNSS
# HSF1 inhib: HSF1 inhibitors in luciferase reporter cells, primary screen, cell-based, NIH3T3, luminescence; NIH3T3-HGL HSE-luciferase, MG132-induced, luminescence 8 h; hits give low values; activity change, negative = inhibition, % at 7.5 µM (by protocol); 300,000 compounds, 0.77% hits; AID 2098, 2009;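 active = more than half of replicate wells show activity change below -50%, luminescence cut by over half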;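 also: luciferase reports HSF-1 transcriptional activity via heat shock element; 0% = median of DMSO wells and -100% = zero luminescence signal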
# aSyn UTR inh: MLPCN primary screen, SNCA 5' untranslated region; 300,000 compounds, 0.82% hits; inhibition, % (tested at 7.5 µM); alpha-synuclein 5'UTR reporter, inhibitor activity; in the data active = inhibition above about 60%;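 also: H4 neuroglioblastoma cells stably carrying SNCA 5'UTR luciferase fusion; 0% = DMSO wells and 100% = positive control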
# GSK3B inh: human GSK3beta kinase inhibitors, primary screen, biochemical, cell-free homogeneous, HTS | GST-GSK3beta kinase, ADP-Glo luminescence, 60 min; hits give low values | AID 2097, 2009 | 300,000 compounds, 0.038% hits | Glycogen synthase kinase-3 beta (Homo sapiens), P49841 | activity score (negative = inhibition), % at 10 µM;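 active = more than half of replicate wells score below -50%, meaning over 50% inhibition versus plate controls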;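 also: 0% = median DMSO wells and -100% = median GW8510 positive control wells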
# Target sequence (P49841 whole entry, looked up): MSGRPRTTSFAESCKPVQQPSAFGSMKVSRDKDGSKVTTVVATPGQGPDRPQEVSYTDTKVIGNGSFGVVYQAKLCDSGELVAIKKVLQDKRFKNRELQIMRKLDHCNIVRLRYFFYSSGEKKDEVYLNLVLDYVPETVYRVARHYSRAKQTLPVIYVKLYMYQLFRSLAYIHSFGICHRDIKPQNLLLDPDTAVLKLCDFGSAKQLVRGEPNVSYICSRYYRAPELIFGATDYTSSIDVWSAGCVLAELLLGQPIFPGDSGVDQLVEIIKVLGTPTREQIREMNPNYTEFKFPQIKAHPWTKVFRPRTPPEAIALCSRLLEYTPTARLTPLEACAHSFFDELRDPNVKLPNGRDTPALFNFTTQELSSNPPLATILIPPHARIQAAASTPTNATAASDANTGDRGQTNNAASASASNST
#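 Assay system: GST-fused GSK3beta enzyme, cell-free / Medium: Tris pH 7.5 buffer with MgCl2, DTT, BSA, heparin / Also added: peptide substrate plus 25 µM ATP (final) / Compound: 10 µM single point / Timing: kinase reaction with compound 60 min at room temperature / Detection: ADP-Glo luminescence / Benchmarks: DMSO neutral wells and GW8510 at 20 µM as positive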
# KLF5 inh: KLF5 expression inhibitors, primary screen, DLD-1 cells, luminescence | inhibition, % at 5 µM | 290,000 compounds, 0.23% hits | AID 1700, 2009 | DLD-1 KLF5 promoter-luciferase reporter;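 active = inhibition above a per-plate limit of that plate's mean compound inhibition plus 3 SD, cut at about 60% in these data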;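 also: 0% = DMSO wells and 100% = LY294002 at 200 µM; higher means less KLF5 promoter-driven luciferase light; inactives centre near -14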
# HSP90 inh: HSP90 inhibitors, primary screen, cell lysate, luminescence; Heat shock protein HSP 90 (rabbit reticulocyte lysate; luciferase refolding); inhibition, % at 5.6 µM; AID 1789, 2009; 290,000 compounds, 0.91% hits; Rabbit reticulocyte lysate, luciferase refolding luminescence, 3 h;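 active = inhibition above the screen-wide mean plus 3 SD, computed separately per campaign, cut at about 16% in these data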;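 also: 0% = DMSO wells and 100% = 60 µM geldanamycin wells; inhibitors lower the luminescence because luciferase stays unfolded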
# HSF-1 act: HSF-1 activators, primary screen, NIH3T3-HGL cells, MG132 stress, luminescence, single point; NIH3T3-HGL HSF-1 luciferase reporter, 8 h; 100% = twice DMSO control signal; activation, % at 9 µM; 300,000 compounds, 1.7% hits; AID 504408, 2011;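 active = mean replicate activation of at least 50% with a set share of replicates each reaching 50%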;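 also: 0% = median of the neutral control wells and 100% = twice that signal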
# Platelet DG rel: inhibitors of platelet dense granule secretion, primary screen, cell-based, MLPCN, human platelets | 300,000 compounds, 0.22% hits | human platelet-rich plasma, SFLLRN dense granule ATP release, luminescence | inhibition, %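 (compounds screened at 7.5 µM in platelet-rich plasma)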;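 active = mean replicate score, as percent of positive control, at or above 50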
# The depositor's hits bear a star; i = inactive; / = no result given. Only part of the results is shown (hit frequency here may not be typical).
SMILES,Dyrk1A ADPGlo,IEC-6 cytotox,GSK3 alpha inh,HSF1 inhib,aSyn UTR inh,GSK3B inh,KLF5 inh,HSP90 inh,HSF-1 act,Platelet DG rel
Cc1cccc(N2CCN(C(=O)C3CCN(S(=O)(=O)c4cccnc4)CC3)CC2)c1C,2,-3,0,-2,10,-1,-41,0,4,-15
FC(F)Sc1ccc(NC(=S)NC2CCCCC2)cc1,6,6,1,15,-109,-4,-44,-1,29,0
COc1ccccc1C(CC(N)=O)c1ccco1 (stereo not drawn),1,-11,-3,1,8,-22,-7,1,24,-68
O=C(C1=C(O)C(=O)N(CCN2CCOCC2)C1c1cccc(Br)c1)c1cccs1 (stereo not drawn),0,1,4,0,6,1,-17,5,10,-2
O=[N+]([O-])c1cccnc1N1CCN(Cc2ccc3c(c2)OCO3)CC1,13,-2,2,4,-6,1,-18,1,14,8
NC(=O)c1ccc(N=C2C(=O)Nc3ccc([N+](=O)[O-])cc32)cc1,9,-4,1,-21,-5,-4,-29,-1,-16,6
CC1=C(C(=O)OC(C)C)C(c2ccc(C)o2)NC(=O)N1 (stereo not drawn),6,-7,/,8,7,3,-24,-1,18,-1
COc1ccc(C(=O)N2CCCCCCC2)cc1OC1CCN(C(C)C)CC1,-5,6,0,-1,-9,8,-34,-2,21,-1
O=C(Nc1ccccc1)c1ccccc1CC[N+](=O)[O-],-4,-10,0,-2,10,-7,-22,-2,12,4
COc1ccccc1-c1nnc(SCC(=O)Nc2nc(-c3ccccc3)cs2)n1C,3,-1,-1,13,-52,-1,-6,-1,21,0
O=C(Nc1cccc(O)c1)c1noc2c1CCc1ccccc1-2,1,7,0,6,33,0,-10,40*,15,51*
CCn1c(C)nc2cc(NC(=O)Nc3cccc(C(C)=O)c3)ccc21,16,0,2,4,-99,5,-59,2,2,-5
CCOc1ccc(NC(=O)CN2CCN(CC(=O)Nc3ccc(N(C)C)cc3)CC2)cc1,-5,-7,/,4,-5,-1,-1,-4,-3,-4
CN(CCc1ccccn1)C(=O)Nc1ccc(C(C)(C)C)cc1,3,5,-3,1,-24,-2,15,-2,7,-7
CC1=C([N+](=O)[O-])C(c2ccccc2Cl)NC(=O)N1 (stereo not drawn),6,4,9,-7,8,1,-23,-2,-7,2
COc1cccc(NC(=O)C2CCOC2=O)c1 (stereo not drawn),/,/,0,15,-9,1,/,/,44,0
CCN1CCN(c2c(Cl)cccc2NC(=O)c2ccc3nsnc3c2)CC1,-4,-6,4,1,-13,-1,-36,3,-3,-5
Cc1nn(C(=O)c2nn(C)cc2Cl)c(C)c1Br,-8,-3,0,-5,23,3,2,0,4,-10
O=[N+]([O-])c1ccc(Nc2nc(NC3CCCCC3)nc(N3CCCC3)n2)cc1,5,3,-2,5,10,0,-1,10,-3,2
COc1ccccc1/C=C/C(=O)Oc1cccc2cccnc12,0,-2,-5,11,-24,-1,-15,-4,20,-4
CC1=C(C(=O)N(C)C)C(c2cccc(Cl)c2)NC(=O)N1 (stereo not drawn),-7,-3,0,-3,8,1,-9,1,23,-2
COc1ccc(S(=O)(=O)N2CCOCC2)cc1NC(=O)Cn1nnc2ccccc2c1=O,8,1,-3,-1,18,0,7,1,15,-1
N=c1n(CCN2CCCCC2)c2ccccc2n1CC(=O)c1cccs1,11,4,-3,5,16,1,19,-3,14,0
CN1CCN(C(=O)c2cccc(COc3cc(Cl)ccc3Cl)c2)CC1,-2,0,2,-3,-164,0,-205,1,-5,3
COc1cc2c(cc1OC)CC1(CCCCC1)N=C2,-3,4,1,-4,-10,5,-8,-2,18,2
COc1cc(/C=C/C(=O)c2ccc3c(c2)OCCO3)cc(Br)c1OCC(=O)N(C)C,2,24*,-3,191,i,0,43,2,243*,9
CCn1c(CNC(=O)c2ccc(Cl)cc2)nnc1SCC(=O)NC1=NCCS1,-1,0,-2,-2,10,-1,-11,-2,0,9
c1cnc2nc(-c3ccc4c(c3)OCO4)cn2c1,/,2,-2,4,-93,-2,-123,1,9,6
Cc1cc(C)c(S(=O)(=O)NC2CC(C)(C)NC(C)(C)C2)cc1Br,-2,1,-4,0,-4,-4,-52,-2,-17,-3
Cc1nc2nc(SCC(=O)Nc3cccc(F)c3)[nH]c2cc1Br,-4,11,-3,6,-7,1,-29,1,25,-5
Cc1ccc(S(=O)(=O)N(Cc2cccnc2)Cc2cc3ccccc3[nH]c2=O)cc1,1,1,1,9,-13,-3,-12,-1,22,0
CCn1nc(C)c(NC(=O)c2cc(Br)ccc2Cl)c1C,-1,-14,-1,3,2,3,-18,-5,-3,-7
O=C(COc1cc2oc(=O)cc(-c3ccccc3)c2cc1Cl)NCCN1CCOCC1,-1,-4,1,-6,3,5,-41,0,5,5
Cc1ccc(-n2nnc(-c3nccn3C)n2)cc1,10,0,9,6,7,-2,-20,33*,5,-8
CCCCn1c(SCC(=O)/C(C#N)=C(\C)N)nc2ccccc2c1=O,19,4,0,12,-22,5,-13,-1,1,-22
COCCNc1nnc(SCC(=O)N(C)c2c(N)n(Cc3ccccc3)c(=O)[nH]c2=O)s1,-2,/,-2,-5,3,2,/,/,-6,3
Cc1ccc(-c2ccc(=O)n(CC(=O)N3CCN(c4cc(Cl)ccc4C)CC3)n2)cc1,6,0,-2,-1,24,-4,8,2,1,9
COCCCNC(=O)c1ccccc1Sc1ccc(NC(C)=O)nc1,1,-5,1,-4,1,-5,-48,-1,-5,-5
Cc1ccc(C(=O)c2oc3ccccc3c2N)cc1,5,5,-2,10,-66,0,-41,-2,25,0
CCc1cccc2c(N=O)c(O)[nH]c12,8,-2,2,3,-28,1,-12,-3,-5,3
CCN1CCN(S(=O)(=O)c2ccc(F)c(C(=O)Nc3c(F)cc(F)cc3Br)c2)CC1,-3,11,-5,-15,-5,-1,-15,2,-11,1
COc1ccc(-n2nc3c(c2NC(=O)COc2ccccc2)CS(=O)C3)cc1 (stereo not drawn),2,-8,1,-4,-6,1,-24,-4,-2,0
CCOc1ccc(N(C(C)C(=O)N/N=C(\C)c2cccc(NC(=O)c3ccccc3)c2)S(C)(=O)=O)cc1 (stereo not drawn),-10,2,0,5,-10,1,-12,3,5,13
COc1ccc(C(=O)NC2CCN(C(=S)Nc3ccccc3)CC2)cc1,-4,3,-1,-4,2,-2,-9,4,4,1
CC(C)OP(=O)(c1ccc(N(C)C)cc1)C(O)c1ccc(C(C)C)cc1 (stereo not drawn),-1,-3,-1,0,7,2,-27,1,0,6
Cc1ccc(C(=O)NCCc2nnc3ccc(SCC(=O)Nc4c(C)cc(C)cc4C)nn23)cc1,2,4,5,2,25,1,0,-3,21,2
COc1cccc(CNC(=O)CCC2CCCN(Cc3cc(Cl)ccc3O)C2)c1 (stereo not drawn),4,-1,-3,4,-19,1,15,-1,8,2
COCCNc1nnc(SCC(=O)NC(=O)c2ccccc2)s1,-5,/,/,-1,10,-2,/,/,-6,5
O=C(c1cccnc1NCc1ccccc1)N1CCOCC1,3,-4,0,-2,-18,2,11,-2,13,4
COc1ccc(C(=O)N=c2nc3ccccn3s2)cc1,8,5,2,-2,1,-4,-172,3,21,50*
CC1CCCCN1CCNC(=O)c1ccc2c(=O)n(CCc3ccccc3)c(=O)[nH]c2c1 (stereo not drawn),3,-1,2,12,-79,-4,-47,3,-1,-2
Nc1c(-c2cccs2)cnn1-c1nc(-c2ccc(Cl)cc2Cl)cs1,/,-4,-1,0,-11,1,-7,-1,16,0
CC(C)NC(=O)c1ccc(N2CCOCC2)nc1,-3,4,-2,-6,6,-2,-22,1,4,-2
CCn1c(SCC(=O)N/N=C/c2ccncc2)nc2ccccc21,/,-2,8,0,8,-2,23,-5,-3,-2
Cc1ccc(Cl)c(OCCN2CCc3ccccc3C2)c1,18,-1,-5,-8,-4,5,-49,-1,-4,-3
O=C(Nc1cccc([N+](=O)[O-])c1)C(=O)N1CCCCC1,0,3,/,4,-151,-2,-118,2,49,-7
CCC(=O)c1ccc(OCC(=O)NCC2(N3CCCCC3)CCCCC2)cc1,2,4,-2,-14,7,0,-23,4,-4,-3
CC1C(=O)N(Cc2cccc(F)c2)c2ccccc2N1C(=O)c1ccccc1 (stereo not drawn),-4,8,-1,-3,12,1,-13,6,6,-4
CN1C(=O)CSc2ccc(NC(=O)N3CCOCC3)cc21,2,-3,-3,-18,-32,-3,-17,-2,-26,-1
CCOc1ccc(OCCOCCNCCOC)cc1,4,-2,-1,-9,-5,-3,-22,-4,-3,-35
# (further entries)
SMILES,Dyrk1A ADPGlo,IEC-6 cytotox,GSK3 alpha inh,HSF1 inhib,aSyn UTR inh,GSK3B inh,KLF5 inh,HSP90 inh,HSF-1 act,Platelet DG rel
CCOC(=O)c1ccc(NC(=S)N2CCN(CCN=CC3=C(O)CC(C)(C)CC3=O)CC2)cc1,-1,2,-1,1,7,2,-16,0,21,0
Cc1cc(NC(=O)c2sccc2C)n(-c2nc3ccccc3[nH]2)n1,-4,-10,-3,-11,26,0,-26,-4,-25,0
CC(C)COc1ccc(/C(=N/O)c2ccccc2)cc1,2,-1,-1,11,-50,4,-73,1,32,-12
Cc1ccc(Cc2cnc(NC(=O)/C(C#N)=C/c3ccc(-c4ccc([N+](=O)[O-])cc4)o3)s2)cc1,8,0,-1,-2,-29,1,0,7,-20,-2
Cc1ccc2nc(SCC(=O)NCc3cccs3)[nH]c2c1,/,5,-1,3,-6,-2,-31,6,4,4
CC(NC(=O)Cn1nc(C(F)(F)F)c2c1CCC2)c1ccccc1 (stereo not drawn),-9,-6,3,-4,-5,-1,-2,2,2,1
c1coc(-c2ccnc3ncnn23)c1,0,-7,-2,-1,-8,2,-41,-3,5,1
O=C(Cc1cccs1)Nc1ccc(F)cc1,-4,4,-2,-2,-17,5,-23,0,11,3
Cn1c(CC(=O)Nc2ccccc2)n[nH]c1=S,/,2,1,2,7,0,-31,0,-1,16
N#Cc1ccc(OCC(=O)Nc2cc(S(=O)(=O)N3CCOCC3)ccc2N2CCOCC2)cc1,0,6,3,-2,2,2,5,0,-6,28
CC(C)OCC(O)CSc1ccccn1 (stereo not drawn),1,-2,-2,-6,16,-1,21,-3,10,1

# For reference, two of the compounds above.
SMILES,Dyrk1A ADPGlo,IEC-6 cytotox,GSK3 alpha inh,HSF1 inhib,aSyn UTR inh,GSK3B inh,KLF5 inh,HSP90 inh,HSF-1 act,Platelet DG rel
Cc1cccc(N2CCN(C(=O)C3CCN(S(=O)(=O)c4cccnc4)CC3)CC2)c1C,2,-3,0,-2,10,-1,-41,0,4,-15
FC(F)Sc1ccc(NC(=S)NC2CCCCC2)cc1,6,6,1,15,-109,-4,-44,-1,29,0
